NPY1 pot ag = potentiates or activates human NPY-Y1 receptor. P25929. NPY-Y1 expressing cells, potentiator/agonist activation. activation, % at 3.6 µM. 0.37% of 220,000 active; in the data active means activation above about 33%, passing the limit was not always enough;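 further: cells stimulated with NPY at EC10 then isoproterenol at EC100; 0% = low agonist plus stimulus and 100% = saturating agonist plus stimulus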
Target sequence (P25929 whole entry, looked up): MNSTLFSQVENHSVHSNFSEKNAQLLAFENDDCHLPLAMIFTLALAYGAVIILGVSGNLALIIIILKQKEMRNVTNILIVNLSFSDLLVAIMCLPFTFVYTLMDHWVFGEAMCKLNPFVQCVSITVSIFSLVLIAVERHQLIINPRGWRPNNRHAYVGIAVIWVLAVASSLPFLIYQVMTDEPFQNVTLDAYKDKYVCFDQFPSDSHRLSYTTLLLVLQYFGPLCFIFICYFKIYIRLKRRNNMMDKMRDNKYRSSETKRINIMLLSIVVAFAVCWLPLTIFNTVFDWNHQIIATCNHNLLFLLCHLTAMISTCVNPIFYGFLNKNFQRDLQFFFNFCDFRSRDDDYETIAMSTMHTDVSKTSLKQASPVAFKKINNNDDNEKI
S1P4 ag = activates the human S1P4 receptor. O95977. AID 1509. 0.35% of 220,000 active. activation, % at 4.98 µM. S1P4-expressing cell line, agonist reporter assay; in the data active means activation above about 11%;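 further: 0% = DMSO vehicle and 100% = reference agonist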
Target sequence (O95977 whole entry, looked up): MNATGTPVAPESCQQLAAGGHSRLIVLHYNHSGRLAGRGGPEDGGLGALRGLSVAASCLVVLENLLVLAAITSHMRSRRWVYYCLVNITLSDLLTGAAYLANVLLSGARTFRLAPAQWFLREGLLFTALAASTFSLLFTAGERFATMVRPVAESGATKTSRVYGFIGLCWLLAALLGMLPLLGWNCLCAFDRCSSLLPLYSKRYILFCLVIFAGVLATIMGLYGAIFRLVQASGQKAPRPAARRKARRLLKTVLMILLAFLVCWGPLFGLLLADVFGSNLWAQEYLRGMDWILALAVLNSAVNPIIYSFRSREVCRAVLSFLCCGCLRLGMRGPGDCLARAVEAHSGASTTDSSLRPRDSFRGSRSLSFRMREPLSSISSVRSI
BaF3 tox = reduces parental Ba/F3 cell viability, JAK2V617F counter-screen. 1.1% of 220,000 active. inhibition, % at 5.6 µM. CellTiter-Glo ATP luminescence;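 active means inhibition above a per-campaign cutoff, the mean inhibition of all tested compounds plus 3 SD, cut at about 27% in these data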;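 further: 0% = DMSO wells and 100% = JAK Inhibitor I control wells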
p47phox inh = p47phox (human) inhibition. P14598. 0.53% of 220,000 active. p47phox/p22phox peptide binding, fluorescence polarization, 2 h. inhibition, % at 24.7 µM;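 active means inhibition above about 30%, limit read from the data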;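 further: 0% = p47phox with labelled peptide and 100% = labelled peptide alone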
NPY-Y2 PAM-ag = human NPY-Y2 potentiation or agonism, primary screen; activation, % at 3.6 µM; 0.45% of 220,000 active; AID 1359; P49146; cells expressing NPY-Y2, potentiator/agonist read-out; in the data active means activation above about 27%;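 further: cells stimulated with NPY near EC25 plus isoproterenol at EC100; 0% = vehicle plus submaximal agonist and 100% = vehicle plus saturating agonist; some results beyond the cut were filed as inactive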
Ba/F3 V617F tox = lowers viability of Ba/F3 cells expressing EpoR and JAK2V617F; ATP luminescence; inhibition, % at 5.6 µM; 1.1% of 220,000 active; AID 1446;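 active means inhibition above the campaign mean plus 3 SD over all tested compounds, cut at about 24% in these data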;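 further: cytokine-independent growth of Ba/F3 cells driven by EpoR plus mutant JAK2; 0% = DMSO-treated cells and 100% = JAK inhibitor I control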
CHOP inhibitor = CHOP inhibition in unfolded protein response. inhibition, % at 10 µM. CHO-K1 CHOP-promoter luciferase, tunicamycin-induced, 15-18 h. 3.8% of 220,000 active;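 active means compounds that reduced the stress-induced luciferase reporter signal by more than about 70% of percent inhibition, limit read from the data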;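 further: 0% = tunicamycin plus vehicle and 100% = wells without tunicamycin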
S1P4 antagonist = human S1P4 receptor antagonism; 0.26% of 220,000 active; inhibition, % at 4.98 µM; AID 1510; O95977; S1P4-expressing cells, antagonist mode, reporter read-out; in the data active means inhibition above about 29%;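 further: 0% = wells stimulated with agonist and 100% = vehicle wells without agonist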
NPY Y1 blocker = antagonists of human neuropeptide Y receptor Y1. P25929. HEK293-CNG Y1 cells, membrane potential fluorescence; NPY at EC95, then isoproterenol. inhibition, % at 3.6 µM. 1% of 200,000 active;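 active means inhibition above the campaign mean inhibition of all tested compounds plus 3 SD, cut at about 20% in these data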;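 further: 0% = DMSO wells given NPY plus isoproterenol and 100% = isoproterenol alone without NPY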
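Assay system: HEK293 Y1/CNG channel cell line; Doses: single compound dose of 3.6 µM, 0.4% DMSO; Timing: dye 3 h, compound 60 min room temperature, stimulation 45 min; Technique: Membrane-potential fluorescent dye readout; Measure: % inhibition of NPY effect.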
The depositor's hits bear a star; . = not tested or not shown. No enrichment for hits. About 7.1% of those tested had a hit in this group.

SMILES	NPY1 pot ag	S1P4 ag	BaF3 tox	p47phox inh	NPY-Y2 PAM-ag	Ba/F3 V617F tox	CHOP inhibitor	S1P4 antagonist	NPY Y1 blocker
CN1CCc2c(sc3c2c(=O)n(-c2ccccc2)c2nncn32)C1	-19	-0.1	5	-1	8	1	8	-1	-1
CCc1ccc(NC(=O)C2C3/C=C\CCCCC32)cc1 (centres undefined)	-13	3.0	6	-7	-14	2	54	14	-2
COc1ccc(CCNC(=O)c2cccnc2)cc1OC	4	0.3	2	-5	-3	-4	10	-16	-2
CCc1cccc(CC)c1NC(=O)CSc1nc2ccc(N3C(=O)C4C(C3=O)[C@H]3C=C[C@@H]4C3)cc2s1 (some centres undefined)	-6	1.0	4	-17	-3	2	14	-1	-6
COc1ccccc1NC(=O)C1CCCN(S(=O)(=O)c2cccc3nsnc23)C1 (centres undefined)	15	-0.6	2	2	3	0	20	1	0
COc1ccc(C(C)C)cc1S(=O)(=O)N1CCN(C)CC1	7	-2.6	2	-11	0	-3	30	4	-1
Cc1ccc(N(C(C)C(=O)Nc2ccccc2C(=O)N2CCOCC2)S(C)(=O)=O)cc1C (centres undefined)	-15	2.5	2	-6	-8	3	14	-24	4
O=C(c1ccc(OC2CCN(CCc3ccccc3)CC2)cc1)N1CCCC(CO)C1 (centres undefined)	-5	-0.2	6	-5	-25	2	0	8	2
CCNC(=O)CC1C(=O)N(c2ccc(F)cc2)C(=O)N1CCc1ccc(OC)cc1 (centres undefined)	10	2.4	0	-10	-19	-2	-1	-13	-4
CCCOc1ccc2oc(=O)c3c(c2c1)CCCN3C(=O)CN(C)Cc1ccccc1	-52	-2.0	2	-2	-12	-1	35	-8	7
CC1=NN(C(=O)CSCc2ccccc2)C(O)(c2ccc(Cl)cc2)C1 (centres undefined)	-25	1.2	7	-4	-8	2	-1	-2	4
Cc1cc(-n2c(C)cc(C(=O)CSc3nnnn3-c3ccc(Cl)cc3)c2C)no1	-14	-0.1	3	-14	14	-1	26	-14	1
O=C(c1cccnc1)N1CCN(c2ccccc2Cl)CC1	7	1.5	0	-2	13	0	0	-4	.
Cc1cc(C)c(NC(=O)C(C)Sc2nnc(-c3ccco3)n2-c2ccccc2)c(C)c1 (centres undefined)	8	0.8	3	-8	0	4	29	8	1
COc1ccccc1NC(=O)c1cnc2c(-c3ccccc3)c(C)nn2c1C	-18	-1.1	8	-10	-20	2	2	1	-1

Profiles from above. Screens in order: NPY1 pot ag, S1P4 ag, BaF3 tox, p47phox inh, NPY-Y2 PAM-ag, Ba/F3 V617F tox, CHOP inhibitor, S1P4 antagonist, NPY Y1 blocker
`CN1CCc2c(sc3c2c(=O)n(-c2ccccc2)c2nncn32)C1` in the list: -19, -0.1, 5, -1, 8, 1, 8, -1, -1
`CCNC(=O)CC1C(=O)N(c2ccc(F)cc2)C(=O)N1CCc1ccc(OC)cc1` (centres undefined) in the list: 10, 2.4, 0, -10, -19, -2, -1, -13, -4

Going on with the list.
SMILES	NPY1 pot ag	S1P4 ag	BaF3 tox	p47phox inh	NPY-Y2 PAM-ag	Ba/F3 V617F tox	CHOP inhibitor	S1P4 antagonist	NPY Y1 blocker
COc1ccc(NC(=O)C2CCN(C(=O)c3cccs3)CC2)c(OC)c1	-17	0.8	1	3	-2	0	15	-36	3
N=C1SC(c2ccccc2)C(=O)N1c1ncc(Cc2ccccc2Cl)s1 (centres undefined)	-11	0.3	2	-14	-14	-1	-4	-2	10
COCCNC(=O)CN(C(=O)CCC(=O)Nc1ccccn1)c1ccccc1F	19	-1.1	5	1	8	-4	18	23	5
CC1CC(C)CN(c2cc(N(C)CCO)c([N+](=O)[O-])c3nonc23)C1 (centres undefined)	-20	0.1	1	-6	-2	6	17	-18	1
N#CC(C#N)=C1NC2(CCCCC2)Cc2ccccc21	-4	-0.6	3	-9	-26	-1	20	4	.
O=C(C1CCCO1)N1CCN(S(=O)(=O)c2cccc3nsnc23)CC1 (centres undefined)	-8	0.9	12	-1	-8	5	-9	1	-3
OCCC1CN(CC(c2ccccc2)c2ccccc2)CCN1C1CCCC1 (centres undefined)	1	1.5	8	-13	-19	-1	34	-2	23*
O=C(NNC(=O)C1CC2CCC1C2)c1sc2ccccc2c1Cl (centres undefined)	-21	0.9	11	-9	1	4	-7	-5	-2
O=C(Nc1ccccc1-c1nc2ccccc2s1)c1ccco1	-3	1.2	4	-28	-2	1	49	1	-2
O=C(c1ccccc1)N1CCC(c2nc(-c3ccc(S(=O)(=O)NCC4CCCO4)cc3)no2)CC1 (centres undefined)	21	2.3	5	-5	-4	3	51	-5	-6
COc1ccc(S(=O)(=O)N(C)CC(=O)NC2CCCCC2)cc1OC	3	0.0	1	-10	-15	0	27	-11	0
COC(=O)c1c(NC(=O)CN2CCN(c3cccc(Cl)c3)CC2)sc(C)c1C	-27	-2.2	9	-19	1	1	4	-15	-1
CCOC(=O)c1cccc(NC(=O)CCS(=O)(=O)c2cccs2)c1	5	2.0	4	-15	2	-2	17	-22	1
Cc1ccc(/C=N/NC(=O)CSc2nnc(-c3ccccc3)n2-c2ccc(Cl)cc2)o1	1	0.7	1	-20	0	-4	19	-4	-3
CC(C)CN1C(=O)NC(NC(=O)c2cccs2)(C(F)(F)F)C1=O (centres undefined)	1	-0.2	-2	-5	11	-1	0	12	-3
O=C(NCCCCNC(=O)c1ccc(Br)s1)c1ccc(Br)s1	-5	0.3	7	-19	-9	0	33	4	2
OC1C2CN3CCN(C2)CC1(Cc1ccccc1)C3 (centres undefined)	-17	0.7	2	-6	-1	-6	4	-12	5
COc1ccccc1-n1cc(CN2CCCC(CO)(Cc3cccc(Cl)c3)C2)cn1 (centres undefined)	-22	-0.6	7	-14	-11	1	33	0	18
COc1ccc(C(=O)Oc2cc(/C=N/NC(N)=S)ccc2OC)cc1	-17	-0.1	-3	-11	-18	1	6	-5	-2
O=C(Nc1ccc(S(=O)(=O)Nc2ccccc2)cc1)c1ccc(CN2CCOCC2)cc1	-30	0.6	4	-9	-2	2	0	1	11
O=C(CSc1ccccc1C(=O)O)NCc1ccco1	-6	-2.8	6	1	-16	-1	-13	0	-1
Cc1nc2c(C(=O)NCc3ccccc3Cl)c[nH]n2c(=O)c1Cl	1	0.4	-2	-9	1	-7	24	-6	20
O=C1CSC(c2ccc(Cl)cc2)N1Nc1nc(N2CCOCC2)nc(N2CCOCC2)n1 (centres undefined)	-9	0.0	3	-9	9	-4	-15	1	4
Cc1ccc(Sc2cc(NCCCO)c([N+](=O)[O-])c3nonc23)cc1	-1	-0.2	4	4	-1	6	15	1	.
O=c1cc(CSc2ccc(Cl)cc2)[nH]c2[nH]n(-c3ccccc3)c(=O)c12	6	-0.4	1	-2	-8	-2	-9	-20	.
CC1=NN(C(=O)Cc2ccccc2)C(O)(c2cccnc2)C1 (centres undefined)	-8	-2.1	2	0	-8	0	11	-71	1
O=C1N(c2ccccc2)C[C@@H]2C[C@@H](c3cccc4c3OCO4)N3CCC[C@@]123	-5	0.0	1	.	-4	1	11	-12	10
C=CCn1c(SCC(=O)c2c(N)n(C)c(=O)n(C)c2=O)nnc1-c1ccncc1	-8	0.4	4	-1	6	3	-7	-14	0
NC(=O)NC(=O)COC(=O)CCCCCNS(=O)(=O)c1ccc2c(c1)OCCO2	13	0.7	0	-3	0	-3	2	-6	5
COc1ccccc1-c1cc(C(F)(F)F)nc(S(C)(=O)=O)n1	-27	-2.2	7	1	-33	5	112*	68*	18
O=c1[nH]c(CN2CCN(S(=O)(=O)c3ccc4c(c3)OCCO4)CC2)nc2sc3c(c12)CCCC3	-13	-1.4	2	-1	5	0	32	-9	6
CC1(C)Cc2c(sc3nc(SCC(=O)N4CCOCC4)nc(N)c23)CO1	14	2.1	3	-6	-9	1	-4	-16	1
Cc1cccc(CSc2nc3ccncc3n2CC(=O)Nc2ccc(C)c(C)c2)c1	-25	4.0	8	-4	12	3	1	1	3
COc1ccc(C(=O)N2CCN(c3cccc(Cl)c3)CC2)cc1	-18	0.4	3	-10	-19	-1	20	-17	3
COc1ccc(CC(=O)n2[nH]c(=O)c3ccccc3c2=O)cc1OC	16	-0.2	2	-1	12	-5	-4	-2	.
CCCCN(CC)CCNc1c(NC2CCN(C(=O)OCC)CC2)c(=O)c1=O	2	1.1	0	0	7	1	6	-2	0
COCCn1c(C)cc(C(=O)COC(=O)c2ccc[nH]c2=O)c1C	16	1.2	0	-3	5	-3	43	-10	-1
Cc1ccc(CN(C(=O)C(F)(F)F)C(C(=O)NC2CCCCC2)c2ccco2)cc1 (centres undefined)	10	2.6	1	-5	2	0	17	0	9
CC1Cc2ccccc2N1Cc1nc2scc(-c3cccs3)c2c(=O)[nH]1 (centres undefined)	-3	1.6	1	-56	0	-3	-13	11	-2
O=C1C=C(NCc2ccco2)C2(CCCCC2)O1	-12	1.8	6	-3	12	-5	0	5	0
CN(C)/C=C/C(=O)c1ccc(Cl)c([N+](=O)[O-])c1	-5	-0.7	8	-14	-6	4	-14	-14	2
O=c1cc(CN2CCN(c3ccc(F)cc3)CC2)c2cc3c(cc2o1)CCCC3	20	-0.3	5	-18	-5	0	-16	1	2
CSc1ccccc1NC(=O)COc1ccc(Cl)cc1	-36	1.1	4	-9	-30	3	77*	3	10
Cc1nc2ccccc2nc1N1CCCCC1	-19	1.3	0	-12	-4	-1	6	0	-4
CN(C)N1C(N)=C(C#N)C(c2cccs2)C2=C1CCCC2=O (centres undefined)	14	0.8	4	-6	2	-2	7	-14	4
COc1cccc(C(=O)Nc2cccc(OCC(=O)O)c2)c1	-15	1.1	3	-8	-11	-2	21	1	6
COc1cc(C2NC(=S)NC(C)=C2C(=O)c2ccccc2)ccc1O (centres undefined)	12	-1.1	1	-14	-1	-2	30	-23	3
COc1cccc(NC(=O)NC2(C(F)(F)F)Oc3ccccc3O2)c1	-5	2.6	12	-14	0	11	52	-11	0
c1ccc(N=P(N2CCOCC2)(N2CCOCC2)N2CCOCC2)cc1	11	-1.0	6	-11	12	0	-12	-1	-1
COc1cc(OC)cc(C(=O)NCCSCc2ccco2)c1	-8	1.1	2	-11	-4	-4	32	-21	13
CCOC(=O)c1nn(-c2ccc(C)cc2)c2nc(Nc3ccccc3)cc(=O)n12	-5	-0.2	4	-6	-11	-3	18	-20	1
COC(=O)N/N=C/c1c(C)c(C(=O)c2ccc(F)cc2)n2ccccc12	-3	3.6	7	-6	4	2	8	-13	-3
Cc1cc(C)cc(NC(=O)Nc2ccccc2N2CCCCC2)c1	-13	-0.4	-2	0	-15	-2	30	5	.
Cc1cc(NC(=O)CSc2nc(-c3ccccc3)nc3c2c(=O)n(C)c(=O)n3C)no1	7	-0.9	-1	-5	-3	-4	-10	5	4
CCCCNC(=O)c1cnc2n(c1=O)CCS2	-16	1.1	2	1	5	1	5	4	-2
CCC(Oc1ccccc1)C(=O)Nc1ccc(S(=O)(=O)NCC2CCCO2)cc1 (centres undefined)	1	0.0	5	-10	11	-1	23	-44	-12
Cc1cc(-c2cccs2)c(C#N)c(=S)[nH]1	6	0.7	63*	17	-6	20	7	2	.

Another view of some results above.
Below each compound – NPY1 pot ag | S1P4 ag | BaF3 tox | p47phox inh | NPY-Y2 PAM-ag | Ba/F3 V617F tox | CHOP inhibitor | S1P4 antagonist | NPY Y1 blocker
- CCCOc1ccc2oc(=O)c3c(c2c1)CCCN3C(=O)CN(C)Cc1ccccc1
    -52 | -2.0 | 2 | -2 | -12 | -1 | 35 | -8 | 7
- CC1=NN(C(=O)CSCc2ccccc2)C(O)(c2ccc(Cl)cc2)C1 (centres undefined)
    -25 | 1.2 | 7 | -4 | -8 | 2 | -1 | -2 | 4
- Cc1cc(-n2c(C)cc(C(=O)CSc3nnnn3-c3ccc(Cl)cc3)c2C)no1
    -14 | -0.1 | 3 | -14 | 14 | -1 | 26 | -14 | 1
- O=C(c1cccnc1)N1CCN(c2ccccc2Cl)CC1
    7 | 1.5 | 0 | -2 | 13 | 0 | 0 | -4 | .

Source: PubChem (several laboratories)
